p53 reactivation – mutant p53 re-activation in reporter cells; AID 504706; H1299 p53-A138V BP100-luciferase reporter, luminescence, 24 h; Potency, µM (doses to about 92.2 µM), for inactives: at the highest dose activity change, positive = activation, hits mostly activators; actives 0.063% (n = 320,000); note: potency is the fitted concentration of half-maximal effect; % of control where 0% means no effect; nearly all actives have a fitted effect of over 45% in size
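H1299 (p53-null), stable ts p53-A138V + BP100-Luc; 1000 cells/well, Opti-MEM/10% FBS; cpd 4 pt, 1:5; 24 h, 37 deg C, 5% CO2; detection reagent 10 min RT; luminescence.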
BRCA1 expr up – BRCA1 expression activation; MCF7-BRCA1-FFLuc reporter, luminescence, 48 h; response scale: scaled: vehicle 0%, 10 µM genistein 100%; Potency, µM (highest dose often 46.1 µM), for the others: at the top dose activation, usual class: activators; actives 1.1% (n = 380,000); note: potency is the fitted concentration of half-maximal effect; nearly all actives have a fitted effect of over 80% in size; some results filed as inactive show a strong effect at the top dose
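Compounds are tested at multiple concentrations on MCF7 BRCA1-luciferase reporter cells seeded at 2000 per well; after 48 h, a single luminescence end-point is taken and curves fitted to the normalized data.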
uPA surface inh – blocks generation of uPA at the cell surface; cell surface uPA generation assay, qHTS; Potency, µM (series often up to 38.3 µM), for the others: top-dose activity change, negative = inhibition, hits mostly inhibitors; actives 0.31% (n = 330,000); AID 540303; active = well fitted inhibition curve with a large enough effect; inconclusive = small, poorly fitted or top-dose-only effect; inactive = no such curve, though single readings can be large or run the other way; tested in mouse RAW 264.7 cells; note: potency is the fitted concentration of half-maximal effect; % is set by controls: 0 for no effect and ±100 for the full control effect; nearly all actives have a fitted effect of over 55% in size
TSG101-PTAP inh – blocks PTAP/TSG101 interaction to inhibit HIV-1 budding; Fluorescence polarization, FITC-PTAP peptide / Tsg101 binding; Potency, µM (doses to about 115 µM), for the others: at the top dose activity change, negative = inhibition, actives largely listed as inhibitors; 340,000 tested, under 10 active; AID 493005; active = well fitted inhibition curve with a large enough effect in the main read-out, with a control signal flat, not every such curve was filed as active; inconclusive = small, poorly fitted or top-dose-only effect, or effect the other way, or a change in a side signal; inactive = no such curve, though single readings can be large or run the other way; note: potency is the fitted concentration of half-maximal effect; % of control where 0% means no effect
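Tsg101 binding domain (10 uM final) was mixed with compound and a FITC-labeled PTAP peptide (50 nM final) in HEPES pH 7.5 buffer with NaCl, Tween 20, EDTA and TCEP; fluorescence polarization was read after 20 min at r.t.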
Integrin act MD – integrin-mediated muscular dystrophy alleviation activation. actives 0.064% (n = 350,000). alpha7betagal myoblasts, beta-gal FDG fluorescence, 48 h. AID 624291. Potency, µM (top dose mostly 38.3 µM), for the others: at the highest dose activation, hits mostly activators;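 note: potency is the fitted concentration of half-maximal effect; 100% = response of the positive control SU9516; nearly all actives have a fitted effect of over 60% in size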
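alpha7betagal+/- myoblasts (passage 13, 250/well) treated 48 h at 37C with compounds at 1:260 dilution of DMSO stock. Lysed, then beta-galactosidase activity read as FDG fluorescence (ex 480/em 540) after 30 min, with pre-read for autofluorescence.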
S-ASM inh – human S-ASM enzyme inhibition | Potency, µM (doses to about 57.5 µM), for the others: at the highest dose activity change, negative = inhibition, usual class: inhibitors | P17405 | actives 0.006% (n = 340,000) | placental ASM, HMU-PC fluorogenic substrate, 60 min; note: potency is the fitted concentration of half-maximal effect
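Steps: dispense placental human ASM, pin compound, wait 10 min at room temperature, add HMU-PC0 substrate at 9 uM final, incubate 60 min at 37 °C, add stop solution raising pH to 10, read fluorescence.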
Eya2 inh – blocks the phosphatase activity of human Eya2; O00167; recombinant Eya2, OMFP fluorescence dephosphorylation (OMFP is methylfluorescein phosphate); Potency, µM (top dose mostly 76.9 µM), inactives show top-dose activity, negative = inhibition, usual class: inhibitors; actives 0.006% (n = 330,000); AID 488837; note: potency is the fitted concentration of half-maximal effect; % is set by controls: 0 for no effect and ±100 for the full control effect
Target sequence (O00167 whole entry, looked up): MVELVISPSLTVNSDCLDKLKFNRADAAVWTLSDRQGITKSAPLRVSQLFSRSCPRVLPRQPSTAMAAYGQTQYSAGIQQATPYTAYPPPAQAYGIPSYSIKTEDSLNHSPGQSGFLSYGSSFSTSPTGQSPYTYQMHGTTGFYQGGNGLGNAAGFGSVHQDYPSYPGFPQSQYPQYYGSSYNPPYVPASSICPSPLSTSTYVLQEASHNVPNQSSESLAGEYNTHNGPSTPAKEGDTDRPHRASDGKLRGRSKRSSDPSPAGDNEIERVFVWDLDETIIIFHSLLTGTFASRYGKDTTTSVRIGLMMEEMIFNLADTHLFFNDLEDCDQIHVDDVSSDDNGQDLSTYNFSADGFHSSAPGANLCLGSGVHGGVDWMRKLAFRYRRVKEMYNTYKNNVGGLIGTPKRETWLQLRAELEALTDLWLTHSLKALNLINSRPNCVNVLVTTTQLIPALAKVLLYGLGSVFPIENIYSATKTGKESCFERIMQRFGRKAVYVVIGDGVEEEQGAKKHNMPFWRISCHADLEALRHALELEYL
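Eya2 protein (added as 0.2 uM solution) was preincubated with compound for 10 min at ambient temperature in 50 mM HEPES pH 7.5, 50 mM NaCl, 5 uM MgCl2, 0.05% BSA, 1 mM DTT. OMFP (added at 50 uM) then reacted 10 min; fluorescence read at 485/525 nm.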
USP2a inh – USP2a (human) protease inhibition; actives 0.01% (n = 330,000); O75604; Potency, µM (top dose mostly 38.3 µM), inactives show at the top dose activity change, negative = inhibition, actives largely listed as inhibitors; AID 463254; USP2 core, Ub-CHOP2 coupled fluorogenic reporter, 485/531;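 note: potency is the fitted concentration of half-maximal effect; plate controls were DMSO wells for no effect and full inhibition by NEM control for full effect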
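USP2 core (10nM final) preincubated 30min RT with compound in 20mM Tris-HCl pH 8.0, 2mM CaCl2, 2mM beta-mercaptoethanol, 0.05% CHAPS; 25nM Ub-CHOP2 plus 25nM reporter substrate added, fluorescence (Ex485/Em531) read after 60min.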
B2AR arrestin – recruits beta-arrestin to the human beta2-adrenergic receptor; P07550; beta-arrestin recruitment to beta2AR, cell-based reporter; Potency, µM (titrated, usually from 46.1 µM), for the others: top-dose activation, usual class: activators; actives 0.02% (n = 330,000);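 note: potency is the fitted concentration of half-maximal effect; 0% = DMSO controls and full agonism = EC100 isoproterenol or metaproterenol; nearly all actives have a fitted effect of over 65% in size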
Target sequence (P07550 whole entry, looked up): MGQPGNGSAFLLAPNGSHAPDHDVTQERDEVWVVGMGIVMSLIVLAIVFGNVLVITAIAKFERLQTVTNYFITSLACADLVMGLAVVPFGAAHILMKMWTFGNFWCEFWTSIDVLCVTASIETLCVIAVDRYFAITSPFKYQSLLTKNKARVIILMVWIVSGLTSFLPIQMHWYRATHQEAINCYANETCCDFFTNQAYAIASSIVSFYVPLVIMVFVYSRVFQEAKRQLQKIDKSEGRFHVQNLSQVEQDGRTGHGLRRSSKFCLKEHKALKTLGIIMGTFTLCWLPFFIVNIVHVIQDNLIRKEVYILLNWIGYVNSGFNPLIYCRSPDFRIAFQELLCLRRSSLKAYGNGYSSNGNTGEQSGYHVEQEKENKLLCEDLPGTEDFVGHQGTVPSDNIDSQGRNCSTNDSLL
TRPV1 agonist – agonists of human vanilloid receptor 1 (TRPV1); Q8NER1; actives 0.19% (n = 320,000); TRPV1-expressing cells, Fluo-8 calcium influx, agonist mode; AID 540275; activation, % at 8.33 µM; in the data active = activation above about 80%; inconclusive = between about 30% and that limit; note: 0% is about no effect
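Cells expressing TRPV1 were dye-loaded with Fluo-8 and read kinetically: 10 s baseline, 3 min after compound (agonist portion), then 2 min after EC20 capsaicin (allosteric enhancer portion). Calcium-bound dye fluorescence at 480/520 nm.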
ELG1 genotox – induces genotoxicity in HEK293T cells with luciferase-tagged ELG1; actives 1.3% (n = 330,000); HEK293T ELG1-luciferase reporter, luminescence, 16 h; Potency, µM (series often up to 46 µM), for the others: at the highest dose activity change, positive = activation, actives largely listed as activators; note: potency is the fitted concentration of half-maximal effect; % of control where 0% means no effect; nearly all actives have a fitted effect of over 60% in size
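Quantitative HTS format in 1536-well plates. HEK293T ELG1-luciferase reporter cells receive test compound and are incubated 16 hr at 37 °C, 5% CO2; ONE-Glo added, 30 min room temperature, then luminescence read.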
Starred values were filed as active, the others as inactive; ? = inconclusive; . = not tested or not shown; [ ] = remark or other dose. Unless noted, calls come from the whole dose curve; as a rule, active = well fitted curve in the direction sought with a large enough effect; inconclusive = small, poorly fitted or top-dose-only effect, or another doubt; inactive = no such curve, though single readings can be large; an effect the other way counts as inactive or inconclusive. Outcome played no part in choosing rows, and some 2.6% of all compounds hit somewhere here.

SMILES	p53 reactivation	BRCA1 expr up	uPA surface inh	TSG101-PTAP inh	Integrin act MD	S-ASM inh	Eya2 inh	USP2a inh	B2AR arrestin	TRPV1 agonist	ELG1 genotox
CCOC(=O)c1ccccc1NC(=S)N1CC(C)CC(C)C1 (stereo not given)	21.7%	17.2%	-1.9%	-0.6%	6.7%	-0.2%	-13.9%	3.7%	-0.2%	?	-4.3%
O=[N+]([O-])c1cc(C(F)(F)F)ccc1NCC1CCCO1 (stereo not given)	.	16.0%	-1.4%	2.8%	5.0%	-2.4%	2.6%	0.2%	-0.8%	11.2	2.5%
O=C(Nc1ccccc1)O/N=C1/CCCc2occc21	11.5%	31.6%	0.3%	-0.2%	-6.8%	-0.4%	-5.1%	-0.2%	-0.7%	6.3	13.7%
Cc1ccc(OCCCC(=O)N2CCN(S(=O)(=O)c3cccc(F)c3)CC2)cc1	-6.3%	-13.3%	-1.6%	-0.8%	4.2%	4.5%	5.9%	-1.1%	-0.1%	22.2	0.5%
Cc1ccc(N(C)C(=O)c2cc(S(=O)(=O)N3CCCCC3)c[nH]2)cc1	.	4.3%	12.2%	1.0%	-0.7%	0.0%	-9.8%	-6.2%	-0.9%	?	-7.3%
Cn1nc(-c2ccccc2)c(-c2nc(-c3ccccc3Cl)no2)c1Cl	4.2%	-34.8%	3.0%	-0.2%	-25.1%	-8.5%	18.0%	-0.3%	0.1%	7.0	-2.1%
CC(C)(C)NC(=O)C(c1ccccc1)N(C(=O)C1CSC(=O)C1)c1ccccc1 (stereo not given)	10.7%	-0.9%	5.6%	-4.7%	-3.7%	2.1%	-26.4%	-0.5%	0.1%	8.0	-0.4%
CCCn1c(N)c(N(CCOC)C(=O)c2cc3ccccc3cc2OC)c(=O)[nH]c1=O	1.1%	-25.2%	6.8%	-2.1%	-36.7%	5.5%	-7.5%	-0.6%	-0.1%	0.6	0.3%
CSc1cccc(NC(=S)N(CCCN2CCCC2)Cc2cccs2)c1	14.7%	-23.3%	-7.9%	-3.4%	0.0%	5.9%	-12.8%	0.6%	0.3%	9.2	-11.9%
Cc1ccc(Cc2nc(-c3ccncc3)no2)cc1	-2.4%	49.9%	-0.8%	-4.7%	-16.1%	1.5%	-2.1%	-0.5%	0.2%	23.5	0.0%
Cc1csc(=O)n1CCC(=O)OCc1nnc(-c2ccc([N+](=O)[O-])cc2)o1	7.9%	-11.2%	-2.5%	-8.8%	-2.9%	3.5%	-8.0%	4.3%	0.2%	-0.3	3.6%
O=C(Nc1ccccc1)Nc1nc(-c2ccc(F)cc2)cs1	3.5%	29.6%	0.0%	-4.8%	19.0%	4.1%	2.9%	-5.4%	-0.6%	?	1.8%
S=C(NCc1ccco1)Nc1ccc(Br)cc1Cl	26.8%	10µM*	1.4%	-1.2%	-20.6%	0.7%	-7.1%	-1.2%	-0.3%	?	?
O=C(Nc1cccnc1)c1cccc(S(=O)(=O)Nc2ccccc2F)c1	2.2%	-14.5%	3.9%	-3.4%	-6.8%	-1.1%	-8.3%	0.2%	-1.3%	4.2	-1.1%
CCc1nc2sc3c(c2c(=O)n1NC(=O)CCl)CCCC3	3.4%	-16.8%	.	-5.9%	-37.1%	-2.4%	-31.0%	-2.1%	-0.2%	-4.6	-3.7%
CCSc1nc(N)c(C#N)c(-c2ccccc2Cl)c1C#N	-2.6%	-19.3%	.	-2.2%	-22.0%	-3.7%	-6.9%	4.1%	0.3%	9.7	12.7%
CC(=O)N(c1ccccc1C)C1CCCC1	0.2%	-2.7%	1.2%	-1.4%	19.5%	-0.3%	2.5%	-7.3%	-0.2%	2.7	1.7%
CCCNC(=O)C/C(C)=N/NC(=O)COc1ccc(C)cc1Br	11.2%	1.4%	0.7%	-6.1%	-1.6%	1.0%	-10.1%	2.4%	3.1%	3.8	-0.7%
CC(=O)Nc1cc(C(=O)N(C)Cc2ccco2)ccc1Sc1ccc(C)cc1	-12.6%	-3.8%	-0.4%	1.9%	10.4%	-1.5%	2.1%	1.3%	-0.2%	3.5	1.0%
CC(Nc1n[nH]c(=S)[nH]c1=O)C(=O)OCc1ccccc1 (stereo not given)	-5.1%	5.8%	.	-3.8%	7.2%	-8.2%	15.8%	0.7%	-0.3%	-2.0	1.2%
O=C(Nc1ccc(-c2ccc3nncn3n2)cc1)c1ccc(Br)o1	-3.3%	-8.7%	0.5%	5.7%	7.3%	1.7%	-11.9%	-0.6%	0.0%	1.0	-2.0%
Cc1ccc2c(c1)c(C)cc(=O)n2CCC(=O)O	1.6%	1.1%	1.3%	-1.3%	11.6%	-0.7%	25.4%	3.3%	-0.3%	1.9	2.5%
CCCC(=O)N1c2ccccc2[C@@H](N(C(C)=O)c2ccccc2)C[C@H]1C	-3.3%	-5.8%	-2.7%	5.0%	-6.3%	4.3%	18.2%	-1.2%	-0.2%	-0.3	0.1%
Cc1c(C(=O)O)cccc1[N+](=O)[O-]	1.3%	7.3%	13.6%	-3.2%	.	0.5%	20.1%	-0.9%	-0.4%	-2.2	3.4%
Cc1ccc(-c2csc3nc(C)n(-n4c(C)ccc4C)c(=O)c23)o1	4.3%	-9.9%	-3.5%	-2.1%	-17.8%	-4.9%	9.0%	-0.5%	0.0%	13.6	-0.9%
Cc1cc2oc(C(=O)Nc3ccc(S(=O)(=O)Nc4onc(C)c4C)cc3)cc(=O)c2cc1Cl	-1.3%	4.1%	8.8%	-0.9%	26.5%	3.5%	-4.0%	1.9%	-0.4%	-2.4	-2.6%
O=[N+]([O-])c1ccc(CS(=O)(=O)N2CCN(c3ccccc3)CC2)cc1	17.2%	-8.6%	-1.8%	-1.3%	5.3%	-3.5%	-19.1%	0.0%	-0.2%	1.1	0.6%
CCC(C)NC(=O)c1cn(CC)c2cc(N3CCN(C(=O)c4ccco4)CC3)c(F)cc2c1=O (stereo not given)	-5.7%	-6.7%	-3.4%	-4.6%	-25.1%	-0.8%	10.6%	-9.9%	0.2%	-2.1	-11.8%
Cc1ccc(C2NC(=S)NC3=C2C(=O)CCC3)cc1 (stereo not given)	0.7%	-8.4%	5.0%	-0.6%	6.2%	-1.6%	-9.1%	-0.6%	-0.1%	-2.3	1.5%
C=CCn1c(SCCN)nnc1-c1cccc(S(=O)(=O)N2CCOCC2)c1	.	11.5%	0.3%	-5.5%	-8.3%	2.1%	.	.	.	.	.
O=C(NCCc1cccs1)C1CC(c2ccccc2[N+](=O)[O-])=NO1 (stereo not given)	?	?	-43.8%	-1.9%	11.3%	-1.5%	15.6%	-2.2%	-0.3%	1.9	15.0%
Cc1cc(C)n(-c2ccc(NC(=O)C3CCCCN3C(=O)c3ccoc3)cc2)n1 (stereo not given)	-7.6%	2.4%	0.0%	-3.9%	?	3.7%	-10.8%	-6.6%	-0.1%	0.9	-1.3%
COc1ccccc1N(CC(=O)NCC(C)C)S(=O)(=O)c1cccs1	8.7%	-17.4%	-12.3%	0.0%	10.4%	5.5%	-1.8%	0.9%	-1.9%	2.8	-2.3%
Cc1cccc(NC(=O)NCC(c2cccnc2)N2CCOCC2)c1 (stereo not given)	-6.7%	0.7%	-1.8%	-2.6%	16.2%	-1.6%	6.2%	1.6%	0.1%	1.6	-0.3%
O=C(c1ccc(NS(=O)(=O)c2ccc3[nH]c(=O)[nH]c3c2)cc1)N1CCN(c2ccccc2O)CC1	1.2%	-23.8%	-0.4%	-1.3%	-31.2%	-3.7%	10.7%	-2.9%	-0.1%	2.7	0.0%
CC(C)CC(=O)Nc1nc(=S)ss1	0.8%	-9.7%	5.3%	-1.8%	-2.3%	0.4%	11.2%	0.1%	-1.5%	-3.1	-4.6%
O=[N+]([O-])c1cc(/C=N/Nc2nc3ccccc3[nH]2)c(O)cc1O	?	-35.5%	-13.2%	-3.4%	1.8%	-19.6%	-7.7%	-5.4%	0.1%	-0.7	?
O=[N+]([O-])c1cccc(OCCN2CCC(Cc3ccccc3)CC2)c1	6.4%	12.7%	-2.8%	-1.1%	-47.0%[inhibitor]	-2.4%	-5.8%	4.2%	-0.8%	3.4	-4.3%
COCc1c(CCl)cnc(C)c1O	-0.1%	2.9%	5.2%	-0.7%	10.1%	5.7%	-3.8%	2.5%	0.1%	5.6	4.6%
